# AmpC detergent – inhibitors of E. coli AmpC beta-lactamase with detergent | AmpC hydrolysis of nitrocefin, absorbance 480 nm, 0.01% Triton | Potency, µM (top dose mostly 114 µM), for the others: at the top dose activity change, negative = inhibition, usual class: inhibitors | 370,000 compounds, 0.041% hits | AID 485294;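 note: potency is the fitted concentration of half-maximal effect; 0% = no-compound wells and -100% = no-enzyme wells; nearly all actives have a fitted effect of over 25% in size; some results filed as inactive show a strong effect at the top dose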
# Target sequence (P00811 whole entry, looked up): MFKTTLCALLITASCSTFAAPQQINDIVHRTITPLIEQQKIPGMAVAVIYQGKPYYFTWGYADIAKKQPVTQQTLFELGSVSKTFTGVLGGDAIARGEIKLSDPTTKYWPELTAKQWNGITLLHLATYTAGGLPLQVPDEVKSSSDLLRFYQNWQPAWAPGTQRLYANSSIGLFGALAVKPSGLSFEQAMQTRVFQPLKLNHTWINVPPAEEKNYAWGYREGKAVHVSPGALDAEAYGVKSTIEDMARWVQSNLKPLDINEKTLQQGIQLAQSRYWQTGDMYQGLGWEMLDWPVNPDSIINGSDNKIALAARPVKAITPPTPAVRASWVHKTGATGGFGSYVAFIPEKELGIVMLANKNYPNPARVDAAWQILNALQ
#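 AmpC (5.3 nM in the dispensed reagent) in 20 mM phosphate pH 7.0 with 0.01% (detergent screen) or 0.0001% Triton X-100 was preincubated with compounds for 15 min at room temperature. Nitrocefin was then added from an 800 uM solution, and hydrolysis was followed at 480 nm.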
# AmpC no deterg – AmpC beta-lactamase inhibition without detergent | AmpC nitrocefin hydrolysis, absorbance 480 nm, 0.0001% Triton | AID 485341 | 330,000 compounds, 0.52% hits | Potency, µM (top dose mostly 57.1 µM), for the others: at the highest dose activity change, negative = inhibition, most hits filed as inhibitors;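 note: potency is the fitted concentration of half-maximal effect; plate controls were no compound for no effect and no enzyme for full effect; nearly all actives have a fitted effect of over 20% in size; some results filed as inactive show a strong effect at the top dose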
#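 20 mM phosphate pH 7.0 + 0.01% (detergent screen) or 0.0001% Triton X-100; 5.3 nM AmpC reagent; cpd preinc 15 min RT; nitrocefin (800 uM stock) to start; A480 q20 s × 4 min; Activity was normalised to no-enzyme and no-compound control wells.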
# Giardia FBPA inh – inhibitors of Giardia lamblia fructose-1,6-bisphosphate aldolase | A8B2U2 | purified Giardia FBPA | Potency, µM (doses to about 59.6 µM), without a hit: at the highest dose activity, negative = inhibition, usual class: inhibitors | 290,000 compounds, 0.71% hits | AID 2451; note: potency is the fitted concentration of half-maximal effect; nearly all actives have a fitted effect of over 55% in size
# Target sequence (A8B2U2 whole entry, looked up): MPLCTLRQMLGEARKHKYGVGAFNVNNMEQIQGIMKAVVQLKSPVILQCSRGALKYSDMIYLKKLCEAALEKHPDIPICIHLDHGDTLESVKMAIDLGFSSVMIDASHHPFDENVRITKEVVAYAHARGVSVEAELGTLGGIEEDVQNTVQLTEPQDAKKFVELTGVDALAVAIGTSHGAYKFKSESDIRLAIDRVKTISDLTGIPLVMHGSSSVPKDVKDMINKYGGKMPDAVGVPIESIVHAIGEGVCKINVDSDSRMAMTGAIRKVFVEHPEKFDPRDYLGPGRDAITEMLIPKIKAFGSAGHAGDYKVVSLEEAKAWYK
#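 40 nM FBPA preincubated 10 min at RT with compound (up to 57.5 uM final), then substrate plus GAPDH/TPI/NAD/arsenate coupling and diaphorase/resazurin added. Fluorescence read after 20 min at RT, 525/598 nm.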
# HCV inh – inhibitors of hepatitis C virus infection; Huh7.5.1 HCVcc-Cre infection, luciferase reporter, 44 h; AID 651820; Potency, µM (top dose mostly 41.8 µM), without a hit: top-dose activity change, negative = inhibition, hits mostly inhibitors; 340,000 compounds, 3.4% hits; note: potency is the fitted concentration of half-maximal effect
#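 After 44 h co-culture of compound, cells and HCVcc-Cre (~0.5 moi), substrate is added for 15 min at room temperature and luciferase measured over 15 sec. Cells were seeded at 1,000/well and pre-cultured 4 h.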
# HCMV antiviral – inhibitors of human cytomegalovirus; activity change, negative = inhibition, % at 57.5 µM; 410,000 compounds, 4.5% hits; HFF cells, HCMV-luciferase reporter, 72 h; stronger effect = lower value; AID 1259415; in the data active = activity change below about -60%; inconclusive = no clear call, values can overlap the other calls; inactive = above about -39%
#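 After 16 h attachment at 37C, HFF cells received test compound and HCMV-luciferase (1 PFU/cell); reporter luminescence read 72 h later, data normalized against buffer-only and known inhibitor Salinomycin.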
# Sm TGR block – blocks Schistosoma mansoni thioredoxin glutathione reductase; purified TGR, DTNB reduction, TNB absorbance 405 nm; Q962Y6; 360,000 compounds, 3% hits; AID 485364; Potency, µM (highest dose often 114 µM), for inactives: top-dose activity change, negative = inhibition, most hits filed as inhibitors; note: potency is the fitted concentration of half-maximal effect; nearly all actives have a fitted effect of over 60% in size
#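 First, TGR (20 nM dispensed) and NADPH were mixed with compound. Second, a 15 min room-temperature incubation followed. Third, further NADPH and then DTNB were added to start the reaction. Finally, TNB absorbance was monitored kinetically.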
# * = called active by the depositor; ? = inconclusive; / = no result given; & = joins results of further samples; [ ] = another dose, or the depositor's remark. Unless noted, calls come from the whole dose curve; as a rule, active = well fitted curve in the direction sought with a large enough effect; inconclusive = small, poorly fitted or top-dose-only effect, or another doubt; inactive = no such curve, though single readings can be large; an effect the other way counts as inactive or inconclusive. Unless noted, % is set by controls: 0 for no effect and ±100 for the full control effect.
# The line under a structure holds: AmpC detergent | Sm TGR block | Giardia FBPA inh | AmpC no deterg | HCV inh | HCMV antiviral
CCc1cc(C(=O)NNC(=S)NCC2CCCO2)cs1 (configuration not stated)
  -5% | 7% | 3% | -12% | -12% | -2
Cc1cccc(N(C2C=CS(=O)(=O)C2)S(=O)(=O)c2ccccc2)c1 (configuration not stated)
  -4% | -4% | -2% | -11% | 12% | -11
COc1ccc(CNS(=O)(=O)c2c(C(=O)N3CCCCC3)c(C)n(C)c2C)cc1
  -1% | -6% | 3% | 16% | 2% | -34
COc1cc(/C=C(/C#N)C(=O)NC(C)c2ccccc2)cc(OC)c1O (configuration not stated)
  -4% | ? | / | 15% | -11% | -17
CC1CCCCN1C(=O)CSc1nnc2ccccn12 (configuration not stated)
  / | / | / | -24% | 33%[activator] | 36
O=S(=O)(c1ccc2ccccc2c1)n1cnc2ccccc21
  -15% | 10% | 1% | 30% | ? | 32
COc1ccc(Cn2nnc3c(=O)[nH]c(C4CCCN(C(=O)c5ccc(C)cc5)C4)nc32)cc1 (configuration not stated)
  -10% | 1% | / | / | / | -2
Cc1ccc(NS(=O)(=O)c2ccc(-n3cccn3)cc2)nc1
  -4% | -18% | / | -16% | 2% | -3
Cc1cccc(C)c1NC(=O)C(c1ccccc1)N1CC(=O)Nc2ccccc21 (configuration not stated)
  -1% | 3% | -6% | -6% | -8%[8.37 µM] | -2
CS(=O)(=O)N1CCCC(C(=O)Nc2ccc(Br)cc2F)C1 (configuration not stated)
  1% | 3% | 0% | -3%[2.29 µM] | 7% | -14
CCOC(=O)c1[nH]nc(-c2cc(CC)c(O)cc2O)c1-c1cscn1
  -1% | 6% | -22% | -16% | ? | -103*
CNC(=O)c1cccn(Cc2ccc(C(F)(F)F)cc2)c1=O
  8% | 22% | 2% | -3% | -18% | 281
CNP(=S)(NC)OCCOc1ccc(OC)cc1
  0% | 3% | 1% | -22% | -1% | -7
CSc1n[nH]c(=S)n1N
  6% | 6% | 20µM* | -38% | 21% | ?
COc1ccccc1C(=O)Nc1ccc(-c2nnn(CC(=O)N3CCN(C(=O)c4ccco4)CC3)n2)cc1
  -3% | -2% | 14% | 3% | ? | 0
Cc1nn(CC(=O)N2CCCC2)c(=O)c2cc3cc(F)ccc3n12
  -3% | 1% | / | -5% | 2% | ?
CCn1c(SCC(=O)Nc2cc(C)on2)nnc1-c1cccnc1
  -7% | 0% | 4% | -13% | -14% | -5
CC(Cc1ccccc1)NC(=O)c1cc([N+](=O)[O-])ccc1Cl (configuration not stated)
  2% | ? | 5% | -16% | -23% | 15
COc1cccc(C(=O)Oc2ccc3c(C)cc(=O)oc3c2C(C)=O)c1
  18% | 5% | -3% | 0% | -3% | -31
CC(C)c1ccc(OCC(=O)N2CCCCCC2)c(Br)c1
  ? | / | 10% | 73%[activator] | -4% | 26
NC(=O)c1ccsc1NC(=O)C1CC1
  -2% | -12% | -4% | -17% | 5% | 19
CC(=O)N1CCc2cc(S(=O)(=O)NCCC(=O)Nc3cccc(C)c3)ccc21
  3% | 13% | 5% | -31% | -7% | -23
CCn1c(SCC(=O)Nc2cccc(OC)c2)nnc1-c1ccc(Cl)cc1
  -15% | -4% | 0% | 1% | / | 7
O=C(NCSc1ccnc(SCNC(=O)c2ccc(F)cc2)n1)c1ccc(F)cc1
  4% | -34% | 9% | -10% | 0% | -21
Cc1ccc(NC(=O)C2CCCN(c3nnc(-n4c(C)ccc4C)s3)C2)c(C)c1 (configuration not stated)
  16% | ? | / | / | / | 3
CCOC(=O)C1=CN(CC)S(=O)(=O)NC1CCc1ccccc1 (configuration not stated)
  / | / | / | -11% | ? | -11
O=S(=O)(NCc1cccs1)c1cccc(S(=O)(=O)N2CCCCC2)c1
  -8% | 1% | -8% | -34% | -16% | 1
CCOC(=O)c1c(NC(=O)CCCOc2ccccc2C)sc2c1CCC(C)C2 (configuration not stated)
  11% | 2% | / | / | / | 0
Cc1ccc2c(c1)C1NC(=S)NC(C)(O2)C1C(=O)Nc1ccc(Cl)cc1 (configuration not stated)
  -11% | -4% | 5% | -26% | -15% | -26
Cc1ccccc1OCC(=O)NCCCNC(=O)c1cccnc1
  -10% | -8% | 16% | -7% | 5% | -18
COc1ccc(Cl)cc1NC(=O)C(C)Sc1n[nH]c(N)n1 (configuration not stated)
  2% | 0% | -1% | -15% | -18% | 12
CNC(=O)C1(CC(C)C)C=CCN1C(C)=O (configuration not stated)
  -11% | 1% | 2%&5% | -8% | 14% | -27
COc1ccc(CC2(CCc3ccccn3)C(=O)NC(=O)N(c3ccccc3C)C2=O)cc1OC (configuration not stated)
  3% | 3%[57.1 µM] | 5% | 10% | 10% | -30
O=C(NC(Cc1ccccc1)C(=O)NC1CC1)OCc1ccccc1 (configuration not stated)
  -2% | / | 2% | -5% | 10% | -24
CC1C(=O)N2CCCc3cc(NC(=O)COc4ccccc4)cc1c32 (configuration not stated)
  -7% | 4% | / | -22% | ? | 39
CCc1ccc(NC(=O)NCCc2c(C)nn(C)c2C)cc1
  17% | 3% | / | / | / | 41
COCCn1nnnc1CN1CCSCC1
  4% | 10% | -19% | -8% | 16% | 35
CC(C)OP(=O)(OC(C)C)C(O)c1ccc(Br)cc1 (configuration not stated)
  4% | 6% | 5% | 1% | 23% | 5
Cc1cccc(NC(=O)c2ccccc2SCc2ccc(F)cc2)n1
  -6% | -16% | / | -32% | 1% | ?
COc1ccc(C2C3C(=O)N(N(C)c4ncc(C(F)(F)F)cc4Cl)C(=O)C3ON2C)cc1 (configuration not stated)
  -6% | -2% | 0% | 31% | 10% | -8
COc1ccc(-c2cc(C(=O)N3CCOCC3)c3ccccc3n2)cc1OC
  ? | 5% | / | 3% | 12% | 6
Cc1ccc(S(=O)(=O)c2c(COC(=O)c3cccc(Cl)c3)c(-c3ccccc3)nn2C)cc1
  -1% | 2% | -2% | -10% | 6% | -1
Clc1cccc(NC2=NCCC2)c1
  0% | 6% | -4% | -17% | 0% | 1
CCCN1CCN(c2nnc(-n3cccc3C(=O)Nc3cc(Cl)ccc3C)s2)CC1
  4% | -7% | / | / | / | 0
Cc1ccc(C(=O)CNc2ccc(F)cc2)cc1
  0% | -5% | -4% | -58% | 9% | 32
CCOC(=O)C1(CCOc2ccccc2)CCN(Cc2ccc(O)cc2)CC1
  -14% | 0% | -3% | 1% | ? | 9
CCOCCCNCc1c(Cl)cccc1Cl
  -6% | 2% | -12% | -40% | 2% | -27
NNC(=O)CSc1nnnn1-c1ccccc1
  -10% | 5% | 0% | -38% | 14% | 15
CCOC(=O)c1ccc(C(=O)OCC)c(NC(=S)Nc2ccc([N+](=O)[O-])cc2OC)c1
  ? | -15% | -14% | -41% | ? | -6
CN(CC(=O)NCCc1ccccc1)Cc1ccco1
  -1% | 0% | 1% | 0% | -3% | 23

# Next part:
# The line under a structure holds: AmpC detergent | Sm TGR block | Giardia FBPA inh | AmpC no deterg | HCV inh | HCMV antiviral
CCOc1ccc(S(=O)(=O)NCCC(=O)NCc2ccccn2)cc1
  -12% | 0% | / | -9% | 2% | -5
Cc1cc(C)c(N2C(=O)C3C4CC(=O)C(c5ccccc54)C3C2=O)c(C)c1 (configuration not stated)
  -3% | 13% | 5% | -9% | 6% | -23
Cc1noc(C)c1S(=O)(=O)Nc1c(C)n(C)n(-c2ccccc2)c1=O
  3% | -1% | 2% | / | 15% | 7
CCCCn1c(=O)c(C(=O)NCc2ccco2)c(O)c2ccccc21
  0% | 1% | 6% | -24% | 14µM* | -33
Cc1ccc(NC(=O)Cc2ncc(C(F)(F)F)cc2Cl)cc1Cl
  -6% | -13% | / | -21% | -12% | -1
O=C(NCc1ccco1)c1ccccc1Br
  0% | 5% | 2% | -17% | 0% | -6
O=C(N/N=C/c1ccccc1)c1ccc(NC(=O)c2ccc(F)cc2)cc1
  0% | 6% | 7% | -35% | ? | 13
CCC(=O)c1cc2c(cc1NC(=O)c1ccccc1F)OCCO2
  0% | 4% | / | / | / | -14
O=C(CCn1cccc1)Nc1ccc(F)cc1
  -9% | ? | 1% | -10% | 18% | -17
CC(C)Oc1ccc(C(CC(=O)N2CCOCC2)C(C)C)cc1 (configuration not stated)
  6% | 10% | -9% | 54% | 5% | 26

# Arranged by number of heavy atoms (high to low): part of the list above
# The line under a structure holds: AmpC detergent | Sm TGR block | Giardia FBPA inh | AmpC no deterg | HCV inh | HCMV antiviral
COc1ccc(CNS(=O)(=O)c2c(C(=O)N3CCCCC3)c(C)n(C)c2C)cc1
  -1% | -6% | 3% | 16% | 2% | -34
CCOCCCNCc1c(Cl)cccc1Cl
  -6% | 2% | -12% | -40% | 2% | -27
NC(=O)c1ccsc1NC(=O)C1CC1
  -2% | -12% | -4% | -17% | 5% | 19

# Continuation:
# The line under a structure holds: AmpC detergent | Sm TGR block | Giardia FBPA inh | AmpC no deterg | HCV inh | HCMV antiviral
FC(F)(F)c1nc2ccccc2n2c(-c3c(Cl)cccc3Cl)nnc12
  -13% | 6% | 1% | 4% | -7% | 29
CCOc1ccc(-c2cc(C(=O)N3CCN(c4ccc(C)cc4)C(C)C3)c3ccccc3n2)cc1 (configuration not stated)
  -2% | 4% | / | / | / | 61
COc1cccc2cc(C(=O)N3CCN(C/C=C/c4ccccc4)CC3)c(=O)oc12
  15% | -7% | -13% | 146%[activator] | ? | 4
CN(C1CCCCC1)S(=O)(=O)c1ccc2c(c1)CCC(=O)N2
  -9% | -27% | / | -19% | 18% | -15
COc1ccccc1N(CC(O)Cn1ccnc1C)S(=O)(=O)c1ccccc1 (configuration not stated)
  2% | 7% | 7% | -12% | 9% | -33
COc1ccc(C2C=C(c3ccccc3)Nc3nnnn32)cc1 (configuration not stated)
  -10% | -5% | -2% | -32% | -18% | 11
N#CCc1c(C#N)c(N)nc(N2CCCC(CO)C2)c1C#N (configuration not stated)
  3% | -31% | -25% | -12% | 11% | -29
CC(C)(c1ccccc1)c1ccc(OCC(O)CNC2CCN(Cc3ccccc3)CC2)cc1 (configuration not stated)
  3% | 9% | -28% | 117%[activator] | 8.9µM* | -113*
O=C(COc1ccccc1)N=C1SC2CS(=O)(=O)CC2N1c1ccc(F)cc1F (configuration not stated)
  -9% | 3% | 12% | 1% | 0% | 9
O=C(OCC(=O)N1N=C(c2ccc(Cl)cc2)CC1c1ccco1)c1cccnc1 (configuration not stated)
  / | / | / | 38% | 9% | 16
COc1ccccc1C(=O)NNC(=O)c1csc(N2CCOCC2)n1
  ? | -7% | / | -13% | 4% | -3

# Given bar-delimited: 4 of the compounds above.
Structure | AmpC detergent | Sm TGR block | Giardia FBPA inh | AmpC no deterg | HCV inh | HCMV antiviral
Cc1cccc(C)c1NC(=O)C(c1ccccc1)N1CC(=O)Nc2ccccc21 (configuration not stated) | -1% | 3% | -6% | -6% | -8%[8.37 µM] | -2
CC(C)c1ccc(OCC(=O)N2CCCCCC2)c(Br)c1 | ? | / | 10% | 73%[activator] | -4% | 26
CCOCCCNCc1c(Cl)cccc1Cl | -6% | 2% | -12% | -40% | 2% | -27
COc1ccccc1C(=O)Nc1ccc(-c2nnn(CC(=O)N3CCN(C(=O)c4ccco4)CC3)n2)cc1 | -3% | -2% | 14% | 3% | ? | 0
